Assay outcomes (PubChem BioAssay)
MC4R antag cAMP = human MC4R antagonism in cAMP assay; MC4R-expressing cells, MTII-stimulated cAMP, LANCE TR-FRET; inhibition, % at 6.5 µM; AID 540295; 360,000 compounds, 0.48% hits;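 active = inhibition above its plate's cutoff, the mean of tested wells on that plate plus 3 SD, cut at about 29% in these data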;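 also: 0% = Melanotan II alone and 100% = Melanotan II plus saturating MCL0020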
Target sequence (P32245 whole entry, looked up): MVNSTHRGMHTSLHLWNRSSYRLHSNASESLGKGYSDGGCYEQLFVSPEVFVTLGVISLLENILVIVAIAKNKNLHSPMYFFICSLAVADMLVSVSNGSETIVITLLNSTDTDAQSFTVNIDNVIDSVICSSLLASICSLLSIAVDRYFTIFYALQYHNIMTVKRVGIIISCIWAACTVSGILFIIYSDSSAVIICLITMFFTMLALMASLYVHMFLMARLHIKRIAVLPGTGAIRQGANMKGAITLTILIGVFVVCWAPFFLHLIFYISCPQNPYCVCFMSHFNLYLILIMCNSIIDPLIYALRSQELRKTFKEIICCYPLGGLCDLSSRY
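system = U2OS cells with stable human MC4R expression | also added = Melanotan II challenge after compound preincubation | dosing = one concentration, 6.5 µM nominal | incubation = compound 30 min, challenge 1 h, detection 1 h | measured by = TR-FRET with Eu-cAMP and labeled anti-cAMP, 671 nm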
N-glyco inh = N-linked glycosylation inhibition; D54 ERlucT glycosylation luciferase reporter, 24 h; percent of 100 nM tunicamycin response; reporter increase, % at 12.5 µM; 360,000 compounds, 0.23% hits; AID 588692;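 active = mean luciferase reporter signal, scaled so untreated is 0 and the glycosylation-blocking control 100, at or above a set limit in every replicate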;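 also: luciferase carries N-glycosylation sites so blocking glycosylation raises the light; 0% = median of neutral control wells and 100% = median of 100 nM tunicamycin wells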
iPSC survival up = increases survival of single human iPS cells. AID 602274. survival enhancement, % at 20 µM. hiPSC single-cell survival, ATPlite luminescence; 100% = ROCK inhibitor wells, 0% = DMSO. 360,000 compounds, 0.044% hits; in the data active = survival enhancement above about 18%;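 also: cells exposed to compounds for 16 hours before the ATP read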
ABCB6 inh MLPCN = human ABCB6 transporter inhibition | Q9NP58 | K562-ABCB6 porphyrin accumulation, flow cytometry, 1 h; active compounds read low | fluorescence ratio to DMSO, % at 10 µM | 360,000 compounds, 0.19% hits | AID 602162;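 active = fluorescence ratio to DMSO below 75%, the collection mean minus 3 SD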;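 also: signal is porphyrin accumulated inside mitochondria; 100% equals median channel fluorescence of DMSO control wells; lower ratio means ABCB6 inhibition with less porphyrin fluorescence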
Exocytosis inh = lytic granule exocytosis inhibition; TALL-104 LAMP-1 surface exposure, flow cytometry; cells stimulated with thapsigargin and PMA; inhibition, % at 10 µM; 360,000 compounds, 0.66% hits; AID 651702;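 active = inhibition above about 55%, limit read from the data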
aDG glyco up = alpha-DG glycosylation activation; activation, % at 10 µM; 360,000 compounds, 0.22% hits; Pro5-aDG cells, alpha-DG glycosylation AlphaScreen (IIH6); 0% Pro5, 100% B10-LARGE cell signal; AID 624168;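 active = activation of at least 8% versus controls, or a plate z-score of at least 8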;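 also: Pro5 are CHO cells carrying HIG-tagged alpha-DG that lacks glycosylation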
ABHD5 PLIN5 PPI = blocks binding of human ABHD5 to perilipin-5; Split G. princeps luciferase complementation, luminescence, 4 h; inhibition, % at 4 µM; 360,000 compounds, 0.78% hits; AID 602281;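 active = inhibition above the mean inhibition across every tested compound plus 3 SD, cut at about 22% in these data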;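 also: 0% = DMSO only wells and the 100% control is not disclosed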
H9c2 protect = protects H9c2 cardiomyocytes from peroxide injury. AID 588492. 360,000 compounds, 0.63% hits. H2O2 injury protection, ATPLite, 2 h. protection from H2O2 cell death, % at 20 µM;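 active = compounds giving at least 50% protection of heart cells from peroxide-induced death in the single-dose screen, raw or plate-pattern-corrected value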;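 also: 0% = DMSO wells with peroxide and 100% = DMSO wells without peroxide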
MC4R ag barr = human MC4R agonism via beta-arrestin. P32245. activation, % at 8.9 µM. 360,000 compounds, 0.98% hits. U2OS MC4R beta-arrestin complementation, luminescence; percent of melanotan II response, DMSO zero;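 active = activation above a per-plate cutoff, the mean activation of sample wells on that plate plus 3 SD, cut at about 8% in these data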
m5-HT2A agonist = activates the mouse 5-HT2A serotonin receptor | P35363 | CHO-K1 mHTR2A beta-arrestin complementation, luminescence; percent of 30 µM serotonin response | activation, % at 7.6 µM | 360,000 compounds, 0.66% hits | AID 624169;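 active = activation above a run cutoff, the mean activation of all tested compounds plus 3 SD, cut at about 14% in these data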;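 also: 0% = plate median of compound wells and 100% = 30 µM serotonin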
Target sequence (P35363 whole entry, looked up): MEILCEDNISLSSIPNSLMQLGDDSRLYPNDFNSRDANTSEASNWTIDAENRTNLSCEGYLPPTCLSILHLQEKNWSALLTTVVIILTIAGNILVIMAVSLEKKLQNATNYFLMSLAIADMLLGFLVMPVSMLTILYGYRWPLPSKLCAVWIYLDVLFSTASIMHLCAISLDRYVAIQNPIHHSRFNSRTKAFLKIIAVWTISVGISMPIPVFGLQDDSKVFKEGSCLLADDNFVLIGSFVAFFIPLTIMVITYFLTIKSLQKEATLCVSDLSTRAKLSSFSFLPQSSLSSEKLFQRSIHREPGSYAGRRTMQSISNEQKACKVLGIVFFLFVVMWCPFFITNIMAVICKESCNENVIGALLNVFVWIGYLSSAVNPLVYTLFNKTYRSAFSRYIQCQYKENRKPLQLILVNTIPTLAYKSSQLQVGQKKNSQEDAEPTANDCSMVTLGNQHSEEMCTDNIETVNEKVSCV
* hit, by the source's call; x = not tested or not shown.

Screens by letter: A = MC4R antag cAMP; B = N-glyco inh; C = iPSC survival up; D = ABCB6 inh MLPCN; E = Exocytosis inh; F = aDG glyco up; G = ABHD5 PLIN5 PPI; H = H9c2 protect; I = MC4R ag barr; J = m5-HT2A agonist
mol: O=C(Nc1ccccc1N1CCOCC1)c1ccc2c(c1)OCCO2
  A: 4	B: 0	C: 0.9	D: 100	E: -9	F: -0.2	G: -2	H: 5	I: -2.1	J: 1
mol: NNC(=O)Cc1cc(=O)[nH][nH]1
  A: -2	B: -1	C: 1.2	D: 95	E: -2	F: 0.0	G: -6	H: 3	I: -0.1	J: -1
mol: CCCCCNC(=O)c1ccc2c(=O)n(CCCOCC)c(=S)[nH]c2c1
  A: -7	B: 3	C: -0.7	D: 102	E: 6	F: -0.3	G: -5	H: 0	I: -1.2	J: -1
mol: C[N+]1(C2CCC3CCCC2C3O)CCCC1 (stereo unspecified)
  A: 8	B: 0	C: 6.1	D: 99	E: -4	F: -0.1	G: 7	H: -1	I: 0.4	J: 2
mol: COc1ccc(CNC(=O)c2cnc3n(c2=O)CCS3)cc1
  A: 9	B: 2	C: -0.1	D: 102	E: -1	F: -0.3	G: -14	H: 8	I: -0.8	J: -6
mol: COc1ccc2cc(-c3[nH]ncc3CN3CCCN(c4ccccc4)CC3)ccc2c1
  A: 22	B: -1	C: -0.9	D: 99	E: 46	F: 5.2	G: 15	H: 12	I: 5.4	J: -1
mol: Cc1ccc(S(=O)(=O)N2CCN(C(=O)CCn3cncn3)CC2)cc1
  A: 4	B: 1	C: 0.2	D: 102	E: -24	F: 0.2	G: 2	H: -2	I: -3.7	J: 7
mol: COc1ccc(Nc2nc(N)nc(CN3CCN(c4ccccn4)CC3)n2)cc1
  A: 5	B: 2	C: -2.3	D: 92	E: 1	F: -0.2	G: 2	H: 11	I: -1.6	J: 4
mol: COCc1[nH][nH]c(=O)c1C=Nc1ccc(Oc2ccccc2)cc1
  A: 2	B: 0	C: 0.2	D: 86	E: -2	F: -0.1	G: 3	H: 2	I: -2.6	J: -4
mol: Cc1ccc(C)c(C(=O)N(C)CC(=O)Nc2ccccc2C(F)(F)F)c1
  A: 2	B: -2	C: -0.8	D: 104	E: 7	F: 0.1	G: -5	H: 2	I: -4.4	J: 4

Continuation.
Screens by letter: A = MC4R antag cAMP; B = N-glyco inh; C = iPSC survival up; D = ABCB6 inh MLPCN; E = Exocytosis inh; F = aDG glyco up; G = ABHD5 PLIN5 PPI; H = H9c2 protect; I = MC4R ag barr; J = m5-HT2A agonist
mol: C[C@H](O)CNC(=O)c1[nH]cnc1C(=O)N[C@@H](C)c1ccccc1
  A: 16	B: 0	C: -1.0	D: 99	E: -4	F: -0.2	G: 0	H: 15	I: -1.1	J: -1
mol: CCN(C[C@H]1N[C@@](CC)(C(=O)OC)[C@H]2C(=O)N(Cc3ccccc3)C(=O)[C@@H]12)C(=O)COc1ccccc1
  A: 8	B: 1	C: 0.4	D: 105	E: -5	F: 0.0	G: -6	H: 5	I: 2.4	J: -3
mol: CC12CCC(C(N)=O)(C1Br)C2(C)C (stereo unspecified)
  A: 5	B: 1	C: -0.4	D: 104	E: 1	F: 0.1	G: -2	H: 0	I: -2.2	J: -1
mol: Cc1cc(C)nc(/N=C(\N)Nc2ccc3c(c2)OCCO3)n1
  A: -1	B: 13	C: -2.4	D: 103	E: -2	F: 1.6	G: 0	H: -8	I: 0.9	J: 1
mol: COc1ccc(OC)c(NC(=O)Nc2cccc(Cn3cccn3)c2)c1
  A: 2	B: 0	C: -0.9	D: 99	E: -1	F: -0.2	G: 0	H: 2	I: -2.5	J: -4
mol: C=CCOc1ccc(/C(O)=C2/C(=O)C(=O)N(CCN3CCOCC3)C2c2ccc(C)cc2)cc1 (stereo unspecified)
  A: 1	B: 0	C: 0.7	D: 97	E: 1	F: -0.3	G: -2	H: 1	I: -1.9	J: -3
mol: COc1cccc(C(O)c2nc(-c3cccc(NC(C)=O)c3)cs2)c1 (stereo unspecified)
  A: 16	B: -2	C: 3.1	D: 96	E: -8	F: 0.0	G: -5	H: -2	I: -0.3	J: 1
mol: Cc1cc(C)c(NC(=O)c2ccccc2CCc2ccccc2)c(C)c1
  A: 0	B: 0	C: 1.3	D: 97	E: -1	F: 0.1	G: -2	H: -9	I: 29*	J: -1
mol: Cn1c(=O)c2sccc2n(Cc2ccccc2)c1=O
  A: -2	B: 1	C: -0.5	D: 100	E: -7	F: 0.0	G: 0	H: -4	I: -0.5	J: 0
mol: CCC(Sc1nc2ncccc2[nH]1)C(=O)NC1CCC(C)CC1 (stereo unspecified)
  A: 11	B: -1	C: -1.9	D: 93	E: 0	F: -0.2	G: 15	H: 4	I: -1.1	J: -2

MC4R ag barr, what is marked active above.
Molecule,MC4R antag cAMP,N-glyco inh,ABCB6 inh MLPCN,Exocytosis inh,aDG glyco up,ABHD5 PLIN5 PPI,MC4R ag barr,m5-HT2A agonist
Cc1cc(C)c(NC(=O)c2ccccc2CCc2ccccc2)c(C)c1,0,0,97,-1,0.1,-2,29*,-1

(further entries)
Screens by letter: A = MC4R antag cAMP; B = N-glyco inh; C = iPSC survival up; D = ABCB6 inh MLPCN; E = Exocytosis inh; F = aDG glyco up; G = ABHD5 PLIN5 PPI; H = H9c2 protect; I = MC4R ag barr; J = m5-HT2A agonist
mol: Cc1ccc(S(=O)(=O)N2CCCCC2)cc1NC(=O)COC(=O)c1cccn1C
  A: 2	B: -2	C: -0.3	D: 99	E: -16	F: 0.3	G: -4	H: -6	I: -3.0	J: -7
mol: CCOC(=O)C1CCCN(Cc2cc(OC)c(O)c(OC)c2)C1 (stereo unspecified)
  A: 4	B: 1	C: -0.3	D: 102	E: 1	F: 0.3	G: -6	H: -2	I: -0.1	J: -5
mol: Cc1csc(NC(=O)c2cc(=O)[nH]c3ccccc23)n1
  A: 1	B: 0	C: -0.6	D: 101	E: 10	F: -0.1	G: 1	H: 5	I: 0.5	J: 3
mol: CCOC(=O)CON1C(=O)c2ccccc2C1=O
  A: 3	B: 1	C: 3.9	D: 120	E: 3	F: -0.1	G: 1	H: -2	I: -1.8	J: 2
mol: CCOc1cc(/C=C2\C(=O)N(Cc3ccco3)C(C)=C2C(=O)OC)ccc1O
  A: -12	B: 0	C: 3.7	D: 95	E: 6	F: 1.1	G: 52*	H: -1	I: -1.9	J: 2
mol: CCCCCNC(=O)Cn1c(=O)c2c(ncn2CC(C)C)n(Cc2ccccc2)c1=O
  A: -1	B: -4	C: 0.3	D: 78	E: 6	F: 0.4	G: -1	H: 3	I: -2.7	J: -6
mol: N#C/C(=C/c1ccc(F)cc1)C(N)=S
  A: -6	B: 3	C: 0.8	D: 95	E: -2	F: 0.1	G: -25	H: -2	I: 1.7	J: 10
mol: COc1ccc(NC(=O)CSc2nnc(C)c(=O)n2N)cc1
  A: 7	B: 1	C: 0.8	D: 103	E: 4	F: -0.3	G: 1	H: -2	I: 1.7	J: 2
mol: COc1ccc(N2CCN(S(=O)(=O)CCNC(=O)c3ccc(Br)o3)CC2)cc1
  A: 1	B: -2	C: -0.3	D: 99	E: 2	F: -0.2	G: 9	H: -1	I: 0.8	J: -4
mol: Cc1ccccc1N1CCN(C2CCCN(C(=O)CCC(=O)N(C)C)C2)CC1 (stereo unspecified)
  A: 3	B: 1	C: -0.9	D: 97	E: -8	F: -0.1	G: -3	H: 1	I: 0.9	J: -3

Next part
Screens by letter: A = MC4R antag cAMP; B = N-glyco inh; C = iPSC survival up; D = ABCB6 inh MLPCN; E = Exocytosis inh; F = aDG glyco up; G = ABHD5 PLIN5 PPI; H = H9c2 protect; I = MC4R ag barr; J = m5-HT2A agonist
mol: CCN(CC)CCCNc1cc(C)nc2cc(-c3cccs3)nn12
  A: -3	B: 9	C: 1.3	D: 99	E: 1	F: -0.4	G: -1	H: 0	I: 0.6	J: 7
mol: COc1ccc(NC(=S)NC2CCS(=O)(=O)C2)cc1 (stereo unspecified)
  A: 14	B: 2	C: 0.6	D: 102	E: -1	F: -0.1	G: 0	H: 4	I: -0.2	J: 0
mol: CN(c1ccccc1)S(=O)(=O)c1cccc(NC(=O)c2ccncc2)c1
  A: 2	B: 3	C: -0.3	D: 96	E: -1	F: 1.5	G: 3	H: -24	I: -1.0	J: 3
mol: COc1ccc2c(c1)C(CC(C)=O)N(c1ccc(-c3cnc(OC)nc3)cc1)C(c1ccsc1)=C2 (stereo unspecified)
  A: x	B: x	C: -0.9	D: 372	E: -4	F: 0.2	G: 2	H: x	I: x	J: -1
mol: O=C(CN(Cc1ccco1)C(=O)CNS(=O)(=O)c1ccc(F)cc1)NCCc1ccccc1
  A: 3	B: 1	C: 0.5	D: 89	E: -2	F: 0.1	G: -1	H: 2	I: -1.7	J: 1
mol: CCCCn1c(N)c(N(CCOC)C(=O)CCCc2cccs2)c(=O)[nH]c1=O
  A: 1	B: -1	C: 0.4	D: 97	E: 0	F: -0.2	G: 13	H: 3	I: -0.9	J: -1
mol: CCCCOC(=O)Nc1ccc(N2CCCCC2)cc1
  A: -4	B: -9	C: -0.7	D: 105	E: 0	F: -0.2	G: -1	H: -9	I: 0.6	J: -1
mol: CC1CC(C)CN(C(C(=O)NC2CCCCC2)c2ccnc3ccccc23)C1 (stereo unspecified)
  A: x	B: 0	C: -1.3	D: 99	E: -1	F: 0.2	G: 0	H: 9	I: x	J: 0
mol: O=C(N/N=C/c1cc(O)ccc1[N+](=O)[O-])c1ccc2c(c1)OCCO2
  A: -11	B: -3	C: -0.2	D: 92	E: 0	F: 0.0	G: 5	H: -18	I: -1.0	J: -7
mol: CC(C)c1ccc(NC(=S)NC2CC3C=CC2C3)cc1 (stereo unspecified)
  A: 8	B: -2	C: -0.8	D: 96	E: 12	F: 0.4	G: -5	H: -11	I: -1.0	J: 1

(cont.)
Screens by letter: A = MC4R antag cAMP; B = N-glyco inh; C = iPSC survival up; D = ABCB6 inh MLPCN; E = Exocytosis inh; F = aDG glyco up; G = ABHD5 PLIN5 PPI; H = H9c2 protect; I = MC4R ag barr; J = m5-HT2A agonist
mol: C=CCNC(=O)CSc1nnc(-c2ccncc2)n1CCc1ccccc1
  A: 4	B: 2	C: 0.6	D: 101	E: -1	F: 0.3	G: 5	H: -5	I: 1.4	J: 8
mol: Fc1ccccc1COc1ccc2ccccc2c1CNc1nn[nH]n1
  A: -14	B: 5	C: 0.3	D: 105	E: -1	F: 0.0	G: 3	H: 3	I: -0.9	J: -3
mol: Cc1cc(NC(=O)CN2C(=O)NC(C)(c3ccccc3Cl)C2=O)no1 (stereo unspecified)
  A: 13	B: 1	C: -1.0	D: 97	E: -4	F: 0.3	G: 2	H: 4	I: 0.0	J: 0
mol: Cc1ccc(S(=O)(=O)N/N=C\c2ccc3c(c2)OCO3)cc1
  A: 19	B: 0	C: 2.7	D: 101	E: 0	F: -0.2	G: -9	H: 6	I: 3.4	J: 2

Three compounds already listed, arranged by their value in MC4R antag cAMP, smallest number first:
SMILES	MC4R antag cAMP
Fc1ccccc1COc1ccc2ccccc2c1CNc1nn[nH]n1	-14
C=CCNC(=O)CSc1nnc(-c2ccncc2)n1CCc1ccccc1	4
Cc1cc(NC(=O)CN2C(=O)NC(C)(c3ccccc3Cl)C2=O)no1 (stereo unspecified)	13
